# Screening data as filed in PubChem BioAssay.
# sdo1 growth – growth rescue of sdo1-depleted yeast, primary screen, S. cerevisiae, bone marrow failure model. 0.21% of 140,000 active. S. cerevisiae sdo1-depleted JHY4D growth rescue, OD600 30 h; stronger effect = higher value; pdr5 snq2 efflux-pump mutant strain. z-score at 10 µM;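 active = z-score above 3 at both the 24 hr and the 30 hr optical density reads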;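 note: z-score against mean and SD of all compound wells on the same plate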
# INS promoter inh – inhibitors of insulin promoter-driven GFP, primary screen, imaging, TRM-6 cells (human fetal islet line), eGFP reporter, cell count. reporter expression induced with tamoxifen. inhibition, % at 2 µM. 0.9% of 130,000 active;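 active = inhibition above the mean plus 3 SD, with well images judged a real hit on visual review, cut at about 60% in these data, passing the limit was not always enough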
# sdo1 growth Rescue 24 h – further read-out of sdo1 growth, marked with its call; z-score; S. cerevisiae sdo1-depleted JHY4D growth rescue, OD600; measured here: growth rescue at 24 h;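 0 is the plate mean of compound wells and units are plate SD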
# Active calls of the source: *; nt = no result given; [ ] = another dose, or the depositor's remark. The list is partial, so the mix of outcomes need not match the whole.
SMILES,sdo1 growth,sdo1 growth Rescue 24 h,INS promoter inh
N#Cc1c(N)n(CCCN2CCOCC2)c2nc3ccccc3nc12,-0.07,-0.39,nt
Cc1ccc(NC(=O)CCC(=O)NNC(=O)COc2ccccc2)cc1C,0.98,0.08,-20.6
C=CCOC(=O)CCC(=O)Nc1cc(OC)nc(OC)n1,0.54,0.6,-16.2
O=S(=O)(c1ccc2nc(-c3ccco3)c(-c3ccco3)nc2c1)N1CCOCC1,0.78,1.19,nt
CCc1cccc(CC)c1NC(=O)COC(=O)c1ccc(F)c(S(=O)(=O)N(CC)CC)c1,0.08,0.28,-25.9
COC(=O)c1ccc(CSc2ccc3nnc(-c4ccc(F)cc4)n3n2)o1,nt,nt,-17.6
COc1ccc(-c2[nH]nc3c2C(c2ccc(OC(=O)N4CCOCC4)cc2)C(C#N)=C(N)O3)cc1 (stereo unspecified),0.2[7.5 µM],0.41,nt
CCCOc1ccc(N2C(=O)CC(NNC(=O)c3ccc(COc4ccccc4)o3)C2=O)cc1 (stereo unspecified),-0.58,-0.47,25.8
O=C(/C=C/Nc1ccc(Br)cc1F)c1ccco1,nt,nt,58.8
COc1cc(SC)ccc1C(=O)NCC1CCCO1 (stereo unspecified),0.27,0.18,38.9
Cc1cc(C)nc(N2C(=O)CC(C(C)c3ccccc3)C2=O)n1 (stereo unspecified),0.28,-0.43,-305.7
CCCc1nnc(NC(=S)Nc2ccccc2)s1,nt,nt,0.0

# Nothing new here: entries from further up.
SMILES,sdo1 growth,sdo1 growth Rescue 24 h,INS promoter inh
COc1ccc(-c2[nH]nc3c2C(c2ccc(OC(=O)N4CCOCC4)cc2)C(C#N)=C(N)O3)cc1 (stereo unspecified),0.2[7.5 µM],0.41,nt
CCCOc1ccc(N2C(=O)CC(NNC(=O)c3ccc(COc4ccccc4)o3)C2=O)cc1 (stereo unspecified),-0.58,-0.47,25.8
O=C(/C=C/Nc1ccc(Br)cc1F)c1ccco1,nt,nt,58.8
COc1cc(SC)ccc1C(=O)NCC1CCCO1 (stereo unspecified),0.27,0.18,38.9
Cc1cc(C)nc(N2C(=O)CC(C(C)c3ccccc3)C2=O)n1 (stereo unspecified),0.28,-0.43,-305.7

# (listing goes on)
SMILES,sdo1 growth,sdo1 growth Rescue 24 h,INS promoter inh
Clc1ccc(Sc2ccc(/C=N/n3cnnc3)o2)cc1,-1.37,-0.41,-5.4
CCOC(=O)CNC(=O)C(Cc1ccccc1)NS(=O)(=O)c1cccs1 (stereo unspecified),-0.8,0.46,-106.5
CCOC(=O)c1c(/N=C/C2C(=O)CC(C)(C)CC2=O)sc(C)c1C,0.94,1.36,15.6
C=CCn1c(CSc2nc3ccccc3s2)nnc1SCC(=O)NCc1cccnc1,-0.63,-0.63,-400.0
Cn1cnnc1SCc1ccc(-c2ccc(Br)cc2)o1,0.47,0.56,nt
O=[N+]([O-])c1cc(Cc2ccccc2)cc(C=Nc2ccc(N3CCOCC3)cc2)c1O,-0.49,-0.84,-25.8
CC1Cc2ccccc2N1S(=O)(=O)c1cccs1 (stereo unspecified),-0.59,-0.38,-67.4
Cc1ccc(S(N)(=O)=O)cc1NC(=O)C1CC2CCC1C2 (stereo unspecified),0.43,0.57,nt
CCOC(=O)C(C)On1c(-c2cccc(Cl)c2)nc2ccc([N+](=O)[O-])cc21 (stereo unspecified),-1.45,-1.1,10.3
Cc1ccc(C)c(OC(=O)c2cncc(Br)c2)c1,-0.96,-1.09,0.0
COCc1cc(C)nc(SCC(=O)Nc2cccc(C)c2C)c1C#N,-0.74,0.31,25.0
CC(C)c1ccc(S(=O)(=O)N2CCN(CC(=O)Nc3ccc4c(c3)OCO4)CC2)cc1,-0.79,-0.46,7.7

# Four compounds from above, showing only sdo1 growth.
smiles | sdo1 growth
C=CCn1c(CSc2nc3ccccc3s2)nnc1SCC(=O)NCc1cccnc1 | -0.63
Cn1cnnc1SCc1ccc(-c2ccc(Br)cc2)o1 | 0.47
O=[N+]([O-])c1cc(Cc2ccccc2)cc(C=Nc2ccc(N3CCOCC3)cc2)c1O | -0.49
CC1Cc2ccccc2N1S(=O)(=O)c1cccs1 (stereo unspecified) | -0.59

# Next structures.
SMILES,sdo1 growth,sdo1 growth Rescue 24 h,INS promoter inh
COc1ccc(CN2CCN(c3cccc(C)c3C)CC2)cc1OC,-0.15,-0.67,nt
O=C(Nc1ccccc1)n1cc(-c2ccccn2)c(N2CCOCC2)n1,nt,nt,-53.9
O=C(CCN1CCN(c2ccccc2)CC1)Nc1ccc(OCc2ccccc2)cc1,0.11,0.16,28.8
O=C1OCC/C1=C\c1ccccc1O,1.64,1.89,-6.7
CCC(=O)c1ccc(OCC(O)CN(C)C2CCCCC2)cc1 (stereo unspecified),0.09,0.35,31.2
COc1cc(SC#N)ccc1N=Cc1c(C)[nH]n(-c2ccc(C)cc2)c1=O,-1.2,-0.96,37.8
COC(=O)C(=C/C(C)=C/c1cccs1)C(=O)OC,nt,nt,33.3
COc1ccc(-c2cc(C(=O)N/N=C/c3ccc(OC)c(COCC(F)(F)C(F)F)c3)c3ccccc3n2)c(OC)c1,-0.52,1.05,31.4
O=Cc1cn(CCC(=O)O)nc1-c1cccc(Br)c1,nt,nt,-5.6
O=C(c1cc2ncc(CCCl)cn2n1)N1CCCCCC1,1.02,0.73,-38.5
Cc1cc(=O)[nH]c(N/N=C/c2cn(CCC#N)nc2-c2ccccc2)n1,nt,nt,-45.5
CC(=O)c1cc2c(cc1NC(=O)CCCC(=O)O)OCO2,0.28,-0.55,18.8
COc1ccc(N(C(=O)c2ccco2)S(=O)(=O)c2ccccc2)cc1,-0.79,0.05,22.9
CCC(=O)N1CCN(c2nc(-c3ccccc3)c3c(c2C#N)CCCC3)CC1,-1.59,-1.51,17.9
CC(=O)CC1=NC(C)(C)Cc2ccccc21,nt,nt,18.2
CCNC(=O)/C(=C\c1ccc2c(c1)OCO2)NC(=O)c1ccc(Br)cc1,1.61,1.49,nt
O=C(COc1ccc(Cl)cc1)Nc1cccc(-c2ccc3nncn3n2)c1,nt,nt,38.9
COc1ccc(C(=O)/C=C/c2ccccc2F)c(OC(=O)c2ccc([N+](=O)[O-])cc2)c1,-1.9,-1.79,nt
CCN(CC)C(=S)Nc1ccc(Cl)c(Cl)c1,0.38,0.86,-21.4
CS(=O)(=O)N(CC(=O)N1CCN(c2ccccc2)CC1)c1ccccc1Cl,nt,nt,6.2
O=C(NC(=S)Nc1ccccn1)c1ccc([N+](=O)[O-])cc1,0.26,1.12,29.6
CCOc1ccc(S(=O)(=O)n2nc(C)cc2C)c2ccccc12,-2.58,-1.23,nt
C=CCNC(=O)/C(=C\c1ccc([N+](=O)[O-])cc1)NC(C)=O,1.3,1.49,nt
CCCn1c(C)cc(C(=O)COc2ccc(S(=O)(=O)N(CC)CC)cc2[N+](=O)[O-])c1C,-1.07,-0.08,-89.5
CC(C)C(=O)Nc1cccc(C(=O)Nc2nncs2)c1,-0.04,-0.45,-45.5
Cc1ccc(Oc2nccc(-c3ccc(Cl)cc3)n2)cc1,-1.41,-2.25,22.7
COC(=O)c1ccccc1CON1C(=O)C(C)(C)N(OCc2ccccc2C(=O)OC)C(=O)C1(C)C,-0.43,-0.58,-48.6
Cc1nnc(NC(=O)CCCN2C(=O)c3ccccc3C2=O)s1,0.19,0.03,nt
Cc1cccc(C(=O)n2c(=S)nc3ccccn32)c1,-0.56,-1.13,28.8
COc1ccc2c(C)nc(N/C(N)=N/S(=O)(=O)c3ccc(C)cc3)nc2c1,nt,nt,-5.0
c1ccc2c(c1)C(=Nn1cnnc1)c1ccccc1-2,1.07,-0.04,12.5
CN(C)CCOC(=O)CCc1ccccc1,1.17,0.59,nt
COc1ccc2c(c1)cc(C)c1nnc(SCC(=O)N(C)c3nc(-c4ccccc4)cs3)n12,1.19,3.89,13.0
CCCCNC(=O)CN1C(=O)c2cccc(N)c2C1=O,nt,nt,16.7
CCN(CC)CC(=O)Nc1ccc(-c2nc3cc(NC(=O)CN(CC)CC)ccc3o2)cc1,1.15,0.55,nt
O=C(CN1CCN(C(=O)c2ccco2)CC1)Nc1cc(Cl)ccc1Cl,-0.39,-0.41,5.4
COc1ccc(-c2cn3cccnc3n2)cc1,nt,nt,23.5
O=[N+]([O-])c1ccc(N2CCCCCC2)c([N+](=O)[O-])c1,0.88,2.02,nt
O=C1c2[nH]nc(-c3ccccc3O)c2C(c2ccccc2F)N1Cc1ccco1 (stereo unspecified),0.1,-0.29,16.1
COc1ccc(-c2ccc(Nc3ccc(C(=O)N4CCOCC4)cc3)nn2)cc1OC,-0.49,-0.29,15.4
Cc1ccc(Sc2ncccc2C(=O)NC2CCCCCC2)cc1C,0.25,1.29,-33.3
Cc1ccc2nsnc2c1S(=O)(=O)N1CCOCC1,0.08,-1.26,-23.3
CCCOc1ccc(/C(O)=C2/C(=O)C(=O)N(CCN(C)C)C2c2ccco2)cc1 (stereo unspecified),0.17,0.47,15.0
O=C(CS(=O)(=O)c1c[nH]c2ccccc12)N1CCCCC1,-0.34,0.46,35.5
Cc1ccc(-n2c(C)cc(C)c(C#N)c2=O)cc1,-0.11,-0.03,-71.4
CCC(=O)NC(=S)Nc1ccccc1C(F)(F)F,nt,nt,13.9
Cc1cc(C)c(S(=O)(=O)c2ccccc2)c(N2CCOCC2)n1,nt,nt,6.2
CCOC(=O)c1c(-c2ccc(Cl)cc2)c(C#N)c(=O)n(N)c1N,-1.15,-0.87,-9.4
Cc1ccn(C(=O)c2cc3c(C)nn(-c4ccccc4)c3s2)n1,0.11,0.96,-2.6
COc1ccccc1NC(=O)c1ccc(-c2ccccc2[N+](=O)[O-])o1,nt,nt,35.7
COC1=C(N)C(=O)c2nc(-c3nc(C(=O)O)c(C)c(-c4ccc(OC)c(OC)c4O)c3N)ccc2C1=O,-2.51,-1.67,-376.2
CC(C)CCN1C(=O)c2ccccc2C1C(=O)NCc1cccnc1 (stereo unspecified),1.47,2.2,0.0
Cc1ccc(C(=O)CSc2nnc(-c3ccccc3N)n2C)cc1,0.23,-0.24,nt
COc1ccc(/C=N/N=C2\CC3CCC2(C)C3(C)C)cc1O (stereo unspecified),0.79,0.24,18.9
O=C(O)c1cccnc1SC1CC(=O)N(Cc2ccccc2)C1=O (stereo unspecified),0.48,1,11.1
COCCCN=C1NN=C(c2cc(C)n(Cc3ccco3)c2C)CS1,-0.55,-0.56,-144.4
Cc1ccc(NC(=O)NNS(=O)(=O)c2ccc(Br)cc2)cc1,0.59,0.86,3.6
CCSC1=NCCN1C(=O)c1ccc(S(=O)(=O)N(C)C)cc1,nt,nt,15.0
CCSC1=N/C(=C\c2cccnc2)C(=O)N1c1ccccc1,-0.33,0.22,-17.9
COc1cnn(-c2cc(Oc3ccc(C)cc3)ncn2)c(=O)c1Cl,0.13,0.33,-8.1

# More compounds:
SMILES,sdo1 growth,sdo1 growth Rescue 24 h,INS promoter inh
CC1(c2ccc(C#N)cc2)NC(=O)N(CC(=O)Nc2cc(S(=O)(=O)N3CCOCC3)ccc2Cl)C1=O (stereo unspecified),nt,nt,-50.0
COc1ccccc1OCc1ccc(C(=O)n2nc(C)c(Cl)c2C)o1,-0.56,-0.32,-130.0
CCCCCn1c(SCC(=O)CC(=O)OCC)nc2cc(C(=O)N3CCC(C(N)=O)CC3)ccc2c1=O,nt,nt,35.7
CC(=O)N1CCc2cc(S(=O)(=O)NCCC(=O)N3CCc4ccccc4C3)ccc21,0.26,0.13,nt
CCCOc1ccc(C2c3c(oc4ccccc4c3=O)C(=O)N2CCCN2CCOCC2)cc1 (stereo unspecified),0.07,-0.32,nt
CCOC(=O)/C(C(N)=NC)=C(\O)c1ccccc1,0.69,0.25,-374.3
CCCn1nc(-c2ccccc2)c2nc3ccccc3nc21,-1.84,-0.85,nt
COc1cccc2cc(C(C)N(CCCN3CCOCC3)C(=S)Nc3ccc(C)c(C)c3)oc12 (stereo unspecified),nt,nt,-25.0
COc1ccc(OC)c(-c2cc(C(=O)Nc3c(C)nn(Cc4ccccc4)c3C)no2)c1,-0.71,-0.65,20.0
O=C(Nc1ccc2c(c1)OCO2)C(c1ccccc1)N1CCCCC1 (stereo unspecified),0.42,0.43,nt
COc1ccc(OC)c(C2=NOC(C(=O)Nc3cc(C)nn3-c3ccccc3)C2)c1 (stereo unspecified),-0.26,-0.63,nt
C/C(CC(=O)N1CCN(C=O)CC1)=N\NC(=O)c1ccc(Br)cc1,nt,nt,-22.2
CCn1c(COc2cccc3ccccc23)nnc1SCC(=O)OC1CCCCC1,-0.34,0.25,14.3
COCCn1c(SCC(=O)N2CCCc3ccccc32)nnc1-c1ccoc1C,-0.55,-1.05,33.3
COCCNC(=S)N(CCc1c(C)[nH]c2ccccc12)Cc1ccco1,nt,nt,-94.4
O=C(NCc1cccnc1)c1ccc(Cl)c(S(=O)(=O)Nc2ccccc2C(=O)NCc2cccnc2)c1,nt,nt,-66.7
O=C(COc1ccc2c(C(F)(F)F)cc(=O)oc2c1)Nc1ccc(N2CCOCC2)cc1,-0.48,-0.15,nt
Cc1ccccc1C(=O)NC1CCN(Cc2nnnn2CCc2ccccc2)CC1,2.04,2.36,0.0
CCOc1ccc(-c2[nH]nc3c2C(c2ccc(O)cc2)C(C#N)=C(N)O3)cc1 (stereo unspecified),1.61,1.22,0.0
COC(=O)c1cn(-c2ccccc2)nc1-c1ccccc1,-0.78,-0.86,30.8
CC1(C)CC(NC(=O)c2ccc3c(c2)OCO3)CC(C)(C)N1,-0.45,-0.98,-35.1
COc1ccc(C/C(N)=N/n2cnnc2)cc1,-0.62,-1.19,-85.7
O=c1c2c3c(sc2n2cnnc2n1CCc1ccccc1)CCCC3,-0.54,0.03,4.8
Cc1ccccc1C(=O)N/N=C/c1ccc([N+](=O)[O-])s1,-1.19,-0.53,-426.7
COCC(C)NC(=O)NC1(C(F)(F)F)Oc2ccc(Cl)cc2O1 (stereo unspecified),-0.59,-0.35,71.4*
